VP16 counter – inhibits Gal4-VP16 luciferase reporter, ROR gamma counter-screen; Potency, µM (titrated, usually from 53.6 µM), for inactives: at the highest dose activity, negative = inhibition, actives largely listed as inhibitors; AID 2546; Drosophila S2 Gal4-VP16 UAS-luciferase, luminescence, 20 h; 310,000 compounds, 3.5% hits;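 further: Gal4-VP16 expression switched on by copper sulfate through the metallothionein promoter; potency means the concentration at half of the fitted maximal effect; on the % scale 0 is the no-effect control and ±100 the full control effect; nearly all actives have a fitted effect of over 50% in size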
MBNL1 CUG block – MBNL1-poly(CUG) RNA binding inhibition | Q9NR56 | TR-FRET MBNL1-His/biotin-(CUG)12 binding, 665/545 ratio | Potency, µM (series often up to 57.5 µM), for inactives: at the top dose activity change, negative = inhibition, most hits filed as inhibitors | 280,000 compounds, 0.036% hits; active means well fitted inhibition curve with a large enough effect in the signal ratio, with a control signal flat, not every such curve was filed as active; inconclusive means small, poorly fitted or top-dose-only effect, or effect the other way, or a change in a side signal; inactive means no such curve, though single readings can be large or run the other way; the % refers to the signal ratio; further: potency means the concentration at half of the fitted maximal effect; on the % scale 0 is the no-effect control and ±100 the full control effect
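Compounds (final 92 nM to 58 uM) are added to His-tagged MBNL1 and biotin-(CUG)12, then terbium anti-His antibody and streptavidin-XL665 (5 nM final). After 60 min at room temperature, the 665/545 nm ratio is read.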
Menin MLL FP TR – displaces Texas Red mutant MLL peptide from human menin; 270,000 compounds, 0.23% hits; Menin + Texas Red MLL mutant peptide, fluorescence polarization; Potency, µM (series often up to 61.6 µM), for inactives: top-dose FP activity change, negative = inhibition, actives largely listed as inhibitors; AID 1768; active means well fitted inhibition curve with a large enough effect in the polarisation, with a control signal flat, not every such curve was filed as active; inconclusive means small, poorly fitted or top-dose-only effect, or effect the other way, or a change in a side signal; inactive means no such curve, though single readings can be large or run the other way; the % refers to the polarisation; further: potency means the concentration at half of the fitted maximal effect; % of control where 0% means no effect; many of its hits are not listed in these tables
NPC1 prom act – NPC1 promoter activation. Potency, µM (titrated, usually from 9.22 µM), for the others: at the highest dose activation, most hits filed as activators. 320,000 compounds, 2.4% hits. Huh7 NPC1 promoter luciferase reporter, 24 h;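 further: potency means the concentration at half of the fitted maximal effect; % of control where 0% means no effect; nearly all actives have a fitted effect of over 60% in size; reporter is driven by a mutant NPC1 promoter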
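Huh7 reporter cells (NPC1 promoter driving luciferase) are dosed with compound for 24 h at 37 °C, 5% CO2; luciferase detection reagent is then added and luminescence measured after 10 min at ambient temperature.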
PKM2 activator – increases activity of human pyruvate kinase M2; purified PKM2, Kinase-Glo ATP luminescence, activation; response scale: 0% is enzyme alone, no compound; AID 1631; Potency, µM (titrated, usually from 57.5 µM), without a hit: at the top dose activation, most hits filed as activators; P14618; 260,000 compounds, 0.34% hits; further: potency means the concentration at half of the fitted maximal effect; on the % scale 0 is the no-effect control and ±100 the full control effect; nearly all actives have a fitted effect of over 55% in size
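Purified hPK-M2 (>95% pure) converted ADP (0.1 mM final) to ATP with 0.5 mM PEP in 50 mM imidazole pH7.2, KCl, MgCl2, Tween 20, BSA; 1 h at room temperature. ATP detected by Kinase-Glo luminescence.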
RORg inh – ROR gamma (mouse) transcription inhibition; Drosophila S2 Gal4-RORgamma UAS-luciferase reporter, 20 h; Potency, µM (highest dose often 53.6 µM), without a hit: at the top dose activity change, negative = inhibition, actives largely listed as inhibitors; 310,000 compounds, 5.4% hits; further: potency means the concentration at half of the fitted maximal effect; on the % scale 0 is the no-effect control and ±100 the full control effect; nearly all actives have a fitted effect of over 60% in size
Target sequence (P51450 whole entry, looked up, the tested form may be a part): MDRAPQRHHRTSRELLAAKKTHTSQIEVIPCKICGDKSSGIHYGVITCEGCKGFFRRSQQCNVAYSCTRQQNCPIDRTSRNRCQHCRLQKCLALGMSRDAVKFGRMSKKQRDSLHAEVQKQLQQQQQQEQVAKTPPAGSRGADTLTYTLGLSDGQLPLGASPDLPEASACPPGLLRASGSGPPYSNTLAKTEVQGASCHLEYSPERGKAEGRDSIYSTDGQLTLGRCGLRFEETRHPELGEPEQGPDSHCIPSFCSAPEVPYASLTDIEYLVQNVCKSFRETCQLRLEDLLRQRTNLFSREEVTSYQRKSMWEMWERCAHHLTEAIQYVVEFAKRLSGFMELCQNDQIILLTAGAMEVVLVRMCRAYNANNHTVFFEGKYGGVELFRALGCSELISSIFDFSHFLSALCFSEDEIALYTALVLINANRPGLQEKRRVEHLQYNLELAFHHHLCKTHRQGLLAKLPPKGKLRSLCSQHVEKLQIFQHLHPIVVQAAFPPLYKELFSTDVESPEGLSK
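Drosophila Schneider cells stably carrying a metallothionein-driven Gal4 DBD–ROR gamma fusion and a UAS-Photinus luciferase reporter were exposed to compound for 1 hr, then induced with copper sulfate (700 uM final) for 20 hr at ambient temperature before luminescence reading.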
KCNH2 3.1 block – blocks the human KCNH2 3.1 channel isoform; 340,000 compounds, 0.95% hits; U2OS KCNH2 3.1, thallium flux FluxOr; active compounds read low; activity change, % (tested at about 1.8 µM); AID 720553;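 active means maximum activity change below -70%; inconclusive means maximum activity change from -70% to -50%; inactive means maximum activity change above -50%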;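 further: thallium influx rate constant from kinetic fluorescence after stimulation buffer; on the % scale 0 is the no-effect control and ±100 the full control effect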
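Virally transduced U2OS (3.1 isoform, 4 h infection in dark at RT) → overnight 37 C → FluxOr + Red40 in HBSS/HEPES, 45 min → stimulation buffer, 2 min kinetic read → rate constant vs DMSO controls.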
Mito fusion yeast – mitochondrial division inhibition or fusion activation; 320,000 compounds, 0.23% hits; S. cerevisiae fusion-defective mutant growth rescue, CellTiterGlo 48 h; Potency, µM (series often up to 46.1 µM), without a hit: top-dose growth rescue (activation), most hits filed as activators; AID 485298;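 further: potency means the concentration at half of the fitted maximal effect; % of control where 0% means no effect; nearly all actives have a fitted effect of over 45% in size; temperature-sensitive fusion mutants such as fzo1-1 at 37 °C on non-fermentable ethanol glycerol medium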
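Yeast fusion mutant, YPEG (non-fermentable carbon), compound, 48 h at 37C non-permissive; CellTiterGlo added, 10 min RT, luminescence read. Rescued growth = division inhibition.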
ELG1 repair inh – inhibitors of ELG1-dependent DNA repair in HEK293T cells. 330,000 compounds, 2.3% hits. HEK293T ELG1-luciferase reporter, luminescence, 16 h; DNA damage induced by 5-fluorouridine. Potency, µM (highest dose often 46.1 µM), inactives show at the top dose activity change, negative = inhibition, hits mostly inhibitors; further: potency means the concentration at half of the fitted maximal effect; on the % scale 0 is the no-effect control and ±100 the full control effect; nearly all actives have a fitted effect of over 55% in size
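Reporter activity after DNA damage by 5-fluorouridine is monitored. Compound-treated cells incubate 16 hr at 37 °C, then ONE-Glo is added for 30 min before luminescence reading.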
FLuc counter – inhibits or activates purified firefly luciferase, miR-21 counter-screen. purified FLuc, Km substrates, luminescence inhibition. AID 588342. Potency, µM (highest dose often 57.5 µM), for the others: at the top dose activity change, negative = inhibition, most hits filed as inhibitors. P08659. 360,000 compounds, 6.9% hits;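 further: potency means the concentration at half of the fitted maximal effect; plate controls were vehicle for no effect and reference inhibitor for full effect; nearly all actives have a fitted effect of over 55% in size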
Target sequence (P08659 whole entry, looked up): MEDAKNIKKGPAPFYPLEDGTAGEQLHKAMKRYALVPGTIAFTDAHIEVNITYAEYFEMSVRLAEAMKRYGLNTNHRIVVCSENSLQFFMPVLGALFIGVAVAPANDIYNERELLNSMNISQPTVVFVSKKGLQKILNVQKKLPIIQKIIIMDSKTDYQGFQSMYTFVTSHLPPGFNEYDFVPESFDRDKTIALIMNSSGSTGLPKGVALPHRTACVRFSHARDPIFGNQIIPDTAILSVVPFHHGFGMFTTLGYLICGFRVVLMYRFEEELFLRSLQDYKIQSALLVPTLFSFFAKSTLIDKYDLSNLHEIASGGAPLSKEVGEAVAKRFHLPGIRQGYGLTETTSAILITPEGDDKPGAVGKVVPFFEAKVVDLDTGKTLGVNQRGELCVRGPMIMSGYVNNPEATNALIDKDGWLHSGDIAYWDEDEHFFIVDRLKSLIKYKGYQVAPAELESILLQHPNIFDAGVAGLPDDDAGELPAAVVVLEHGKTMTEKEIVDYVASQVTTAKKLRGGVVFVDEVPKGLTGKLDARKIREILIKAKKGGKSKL
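Purified P. pyralis luciferase, 10 nM final, with Km-level 10 uM D-luciferin and 10 uM ATP in 50 mM Tris acetate pH 7.5, 10 mM Mg acetate, 0.01% Tween-20, 0.05% BSA; 6-point qHTS titration about 60 µM downward; luminescence read.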
Rab9 prom act – activates the Rab9 promoter | Huh7 Rab9 promoter-luciferase reporter, luminescence, 24 h | Potency, µM (doses to about 9.22 µM), without a hit: top-dose activation, negative = inhibition, usual class: activators | 320,000 compounds, 2.8% hits; further: potency means the concentration at half of the fitted maximal effect; % of control where 0% means no effect; nearly all actives have a fitted effect of over 60% in size
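Promoter activation is measured as luciferase luminescence in Huh7 cells stably transfected with a Rab9 promoter–luciferase construct, following 24 h compound exposure at 37 °C and 10 min reagent incubation at ambient temperature.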
An asterisk follows results filed as active; ? = inconclusive; . = not tested or not shown; [ ] = remark or other dose. Unless noted, the call rests on the fitted dose curve; in most records, active means well fitted curve in the direction sought with a large enough effect; inconclusive means small, poorly fitted or top-dose-only effect, or another doubt; inactive means no such curve, though single readings can be large; an effect the other way counts as inactive or inconclusive. The list is partial; rates above refer to the full screens.

SMILES	VP16 counter	MBNL1 CUG block	Menin MLL FP TR	NPC1 prom act	PKM2 activator	RORg inh	KCNH2 3.1 block	Mito fusion yeast	ELG1 repair inh	FLuc counter	Rab9 prom act
COCCn1c(C)cc(C(=O)CSc2nc3ccccc3c(=O)n2C(C)COC)c1C (stereo not given)	-9.8%	-11.7%	-16.7%	-4.5%	29.9%	8.2%	5.4	2.6%	?	-12.6%	0.9%
Cc1cccc(Oc2cc([N+](=O)[O-])cc3c2C(=O)Nc2ccccc2O3)c1	-17.0%	20.6%	13.8%	0.3%	2.0%	?	-33.6	-5.1%	4.4%	-24.9%	-5.6%
COc1cc(NC(=O)c2onc(C)c2Cl)c(OC)cc1Cl	-11.5%	?	-27.7%	7.9%	-5.3%	-15.1%	6.3	-4.6%	-0.7%	2.9%	-0.9%
Cc1cc(C(=O)Nc2ccc3c(c2)OCCO3)c2ccccc2n1	-2.4%	11.9%	29.0%	0.6%	3.1%	24.2%	-7.0	-1.7%	28.4%	-2.9%	2.1%
COc1ccc2c(CC(=O)Nc3cccc(S(=O)(=O)N4CCOCC4)c3)coc2c1	18.5%	10.3%	?	0.2%	-12.3%	?	-24.1	0.5%	?	?	-2.1%
COC(=O)C1CCN(CC(=O)Nc2cc(Cl)ccc2OC)CC1	9.1%	-1.8%	0.8%	-4.7%	-2.3%	6.8%	.	16.2%	-6.4%	-7.2%	-5.9%
CCC1CCCCN1CCNC(=O)C1CCN(S(=O)(=O)c2cccc3nsnc23)CC1 (stereo not given)	1.1%	?	.	-6.3%	.	-14.6%	-10.3	-1.6%	21.0%	3.2%	-0.9%
CCc1nnc(NC(=O)Nc2ccccc2OC)s1	?	-1.8%	6.8%	12.2%	0.8%	18.4%	-3.4	2.1%	?	?	29.9%
c1ccc(-c2csc(Nc3ncccn3)n2)cc1	-4.9%	?	?	0.631µM*	2.0%	-9.3%	-2.2	-0.3%	?	0.601µM*	0.355µM*
COc1ccc(N2CCN(c3nc4c(C)cccn4c(=O)c3/C=C(\C#N)C(N)=O)CC2)cc1	2.4%	?	-17.3%	-1.1%	.	18.5%	9.2	3.8%	13µM*	-1.2%	-2.3%
CCOc1ccc(C(=O)Nc2ccc(S(=O)(=O)NCC3CCCO3)cc2)cc1OCC (stereo not given)	-14.3%	-1.4%	.	2.2%	-13.7%	32.2%	-3.0	0.3%	-11.3%	4.8%	-1.6%
Cc1ccc(NC(=O)c2ccc(OC(=S)N3CCOCC3)cc2)cc1	4.0%	-13.2%	?	?	0.1%	11.8%	-7.3	0.8%	?	-12.5%	2µM*
Cc1nnc(SCc2ccccc2)nc1/C=C/NOCc1ccc(Cl)cc1Cl	16.6%	5.3%	8.3%	4.0%	0.1%	?	?	-4.0%	3.7%	0.4%	-3.7%
COc1cccc(/C=C2\C(=O)C(=O)c3ccccc32)c1	-0.1%	?	?	-2.0%	18.3%	20.9%	-12.7	-1.1%	?	21.3µM*	-2.6%
COc1ccc(-c2nnc(SCC(=O)N3CCCC3)o2)cc1	4.3%	2.4%	10.1%	?	.	0.1%	6.7	1.3%	?	?	?
COC(=O)CNC(c1ccccc1)c1cc(Cl)ccc1NC(=O)c1cccc(Cl)c1 (stereo not given)	-0.7%	-3.9%	5.1%	1.2%	0.5%	-0.2%	-21.8	11.8%	?	4.3%	-0.1%
N/C(=N\OC(=O)CSc1ccccc1)c1ccncc1	21.5%	3.3%	.	16.9%	0.6%	-9.2%	0.7	-1.8%	?	?	15.2%
Cc1nnc(NC(=O)CSc2nc(C(C)C)nc3sc(C)c(C)c23)s1	-10.2%	-7.1%	24.1%	1.0%	-7.0%	-38.4%	7.6	-0.6%	17.4%	-0.8%	-0.6%
N#Cc1ccc(CSc2nnc3[nH]c(=O)cc(N)n23)cc1	0.7%	-0.9%	-3.6%	3.1%	8.6%	18.6%	1.1	6.5%	-17.7%	-5.0%	2.3%
CN(C)S(=O)(=O)c1ccc(C(=O)NCCOc2ccc(F)cc2)cc1	-1.6%	-0.6%	-2.6%	26.0%	6.2%	76.1%	-28.6	-2.5%	?	?	?
NC(=O)c1ccc(N2CCN(c3ccccc3O)CC2)c([N+](=O)[O-])c1	-1.4%	?	5.3%	-3.6%	26.0%	?	-9.5	-2.7%	16.4µM*	-2.7%	-4.5%
Cc1nc(C(=O)NNC(=O)Nc2ccc(Cl)cc2)cs1	-7.4%	-5.9%	.	-2.4%	-2.7%	12.8%	4.1	1.4%	1.0%	-2.2%	-11.2%
O=C(NCCN1CCCCC1)c1ccc2c(c1)OCCO2	-0.2%	-0.8%	-2.4%	4.1%	-4.0%	4.1%	-2.7	0.3%	?	-2.6%	4.9%
CNC[C@@H](Cc1ccccc1)NC[C@@H](CC1CCCCC1)NCCCc1ccccc1	?	3.9%	?	-0.3%	-0.5%	?	-31.4	-24.9%	?	0.8%	-1.7%
CCN(CC)S(=O)(=O)c1ccc(N2CCOCC2)c(NC(=S)NC(=O)c2ccco2)c1	-16.2%	-6.1%	.	-0.2%	-2.1%	?	-13.9	5.1%	16.4µM*	-17.7%	-2.5%
COc1ccc(CNC(=O)COC(=O)c2ccc(OCc3c(C)noc3C)cc2)cc1OC	3.5%	?	-9.6%	-2.8%	-1.5%	3.8%	6.6	-0.6%	-12.8%	4.3%	-4.5%
O=C(Nc1ccccc1N1CCCC1)c1cccnc1Cl	0.6%	-1.9%	-1.8%	-4.9%	-6.4%	3.5%	3.6	-1.8%	0.9%	3.8%	-2.3%
COc1ccc(-n2nnnc2SC(C)C(=O)NC2CCCC2)cc1 (stereo not given)	.	.	.	-1.8%	.	.	13.4	-2.4%	-0.2%	1.3%	-3.0%
CCCNC(=S)N1CCN(C)CC1	5.1%	.	3.2%	-3.3%	3.6%	-4.0%	15.3	-0.7%	17.7%	4.2%	-2.6%
COc1ccccc1-c1cc(C(F)(F)F)nc(N2CCN(c3ccccc3)CC2)n1	-5.2%	-8.2%	6.2%	-0.7%	0.9%	-9.6%	-21.2	0.4%	5.1%	5.8%	-1.9%
Cc1ccc(S(=O)(=O)NC(C(=O)N2CCOCCOCCOCC2)c2ccccc2)cc1 (stereo not given)	-5.9%	1.3%	?	-7.4%	-2.5%	7.2%	-9.0	3.5%	-1.9%	0.5%	0.7%
COc1ccc(Cl)cc1N(CC(=O)N(C)C)S(=O)(=O)c1ccc(C)c([N+](=O)[O-])c1	-9.4%[10 µM]	?	-12.5%	-4.9%	0.3%	5.0%	5.6	2.9%	8.9%	1.0%	-6.2%
COCCNC(=S)Nc1ccccc1[N+](=O)[O-]	6.0%	?	-5.6%	5.8%	-4.9%	2.3%	1.0	-4.1%	7.3%	1.9%	0.8%
CCOC(=O)c1c(NC(=O)OC)sc2c1CCC2	1.7%	0.7%	-12.6%	-1.0%	-6.1%	-0.6%	8.9	6.1%	-0.3%	-0.4%	-7.7%
CCNS(=O)(=O)c1ccc(CCC(=O)Nc2ccc(C(=O)OC)cc2)cc1	-2.2%	-10.7%	9.7%	1.1%	-10.9%	0.2%	0.2	-3.0%	6.5%	-2.8%	-9.6%
Cc1ccc2nc3c(cc2c1)c(NC(=O)C(C)(C)C)nn3CC(C)C	-10.1%	11.7%	?	-4.8%	.	1.8%	-6.4	17.3%	?	-4.5%	-3.7%
Cc1ccc(N2CCCCn3c2nc2c3c(=O)[nH]c(=O)n2C)cc1	-8.6%	5.8%	-3.1%	2.7%	6.8%	19.3%	-4.3	-0.4%	?	12.1%	-9.0%

Structures above shown as hits in NPC1 prom act:
structure | MBNL1 CUG block | Menin MLL FP TR | NPC1 prom act | PKM2 activator | RORg inh | Mito fusion yeast | Rab9 prom act
c1ccc(-c2csc(Nc3ncccn3)n2)cc1 | ? | ? | 0.631µM* | 2.0% | -9.3% | -0.3% | 0.355µM*
